HTR5A inv ctr – HTR5A inverse agonism, opioid heterodimer counter-screen | HTR5A cell line, luminescence | AID 504634 | 0.083% of 340,000 active | inhibition, % at 9.3 µM | P47898; in the data active means inhibition mostly above about 23%, no sharp cut-off; inactive means mostly below about 18%;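 further: 0% = cells with DMSO and 100% = no-cell wells with DMSO; some compounds called inactive have numbers as strong as hits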
V-ATPase pH – regulators of yeast V-ATPase proton transport; 0.37% of 350,000 active; response, % at 10 µM; S. cerevisiae, pHLuorin cytosolic pH fluorescence; in the data active means response mostly above about 7.3%, no sharp cut-off; inactive means mostly below about 5.4%; further: actives read high; inactives centre near 0; some compounds called inactive have numbers as strong as hits; reference of the scale not given here
DAGLB inhibitor – blocks human DAGLB lipase activity. Q8NCG7. HEK293T DAGLB membrane lysate, EnzChek fluorogenic substrate. inhibition, % at 5.17 µM. 0.059% of 340,000 active; in the data active means inhibition above about 34%;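 further: 0% = enzyme with vehicle and 100% = wells lacking enzyme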
Target sequence (Q8NCG7 whole entry, looked up): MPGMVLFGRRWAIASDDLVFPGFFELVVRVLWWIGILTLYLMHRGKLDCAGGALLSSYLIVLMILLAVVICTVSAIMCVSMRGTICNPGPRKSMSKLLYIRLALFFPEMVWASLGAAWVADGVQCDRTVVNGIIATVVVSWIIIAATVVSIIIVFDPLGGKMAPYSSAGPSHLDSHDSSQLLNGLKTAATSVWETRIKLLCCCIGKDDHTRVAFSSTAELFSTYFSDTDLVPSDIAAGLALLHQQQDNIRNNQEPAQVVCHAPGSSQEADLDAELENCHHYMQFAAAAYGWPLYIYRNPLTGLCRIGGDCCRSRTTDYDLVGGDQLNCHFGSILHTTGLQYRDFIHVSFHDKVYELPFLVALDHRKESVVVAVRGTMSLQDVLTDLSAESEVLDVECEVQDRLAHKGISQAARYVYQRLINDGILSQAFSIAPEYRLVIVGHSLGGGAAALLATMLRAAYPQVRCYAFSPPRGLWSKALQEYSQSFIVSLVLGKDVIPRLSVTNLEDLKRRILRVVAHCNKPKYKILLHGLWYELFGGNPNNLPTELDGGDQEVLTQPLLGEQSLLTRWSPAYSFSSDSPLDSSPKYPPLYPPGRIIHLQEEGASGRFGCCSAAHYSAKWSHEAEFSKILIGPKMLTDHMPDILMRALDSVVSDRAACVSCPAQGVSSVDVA
PKA-R1A act – PKA-R1A complex activation | P00514+P68181 | PKA-R1A dissociation, Cy5-IP20 fluorescence polarization; scaled: DMSO 0%, 113 µM cGMP 100% | activation, % at 11.4 µM | 0.083% of 340,000 active | AID 504707;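 active means percent activation above the mean of all tested compounds plus 3 SD, cut at about 19% in these data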;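 further: higher means more PKAc released from R1A so a rise in polarization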
PKA-R2B act – activates the human PKA-R2B holoenzyme complex; P22694+P31323; PKA-R2B holoenzyme dissociation, Cy5-IP20 fluorescence polarization; R2B truncated from residue 108, S112A mutant; 0% DMSO only, 100% 113 µM cGMP; 0.079% of 340,000 active; AID 504700; activation, % at 11.4 µM;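 active means activation above a cutoff set at the mean over all compounds plus 3 SD, cut at about 18% in these data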;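 further: higher means more holoenzyme dissociation and a rise in polarization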
Target sequence (P31323 whole entry, looked up, other chains not shown, the tested form may be a part): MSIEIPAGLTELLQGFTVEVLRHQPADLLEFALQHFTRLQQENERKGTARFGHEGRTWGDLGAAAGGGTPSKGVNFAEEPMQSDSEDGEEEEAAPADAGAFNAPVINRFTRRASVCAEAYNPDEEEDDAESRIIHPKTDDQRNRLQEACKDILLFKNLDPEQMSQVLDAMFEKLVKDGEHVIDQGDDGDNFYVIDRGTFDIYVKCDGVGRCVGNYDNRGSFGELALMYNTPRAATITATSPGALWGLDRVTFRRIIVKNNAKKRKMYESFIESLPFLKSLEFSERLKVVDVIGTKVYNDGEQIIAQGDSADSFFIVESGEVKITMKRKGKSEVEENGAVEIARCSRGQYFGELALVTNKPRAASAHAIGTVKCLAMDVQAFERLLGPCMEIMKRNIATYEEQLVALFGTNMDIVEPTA
Arr AP2 block – inhibitors of human beta-arrestin and AP2 interaction; 0.31% of 340,000 active; FITC-arrestin peptide / GST-AP2 beads, flow cytometry; AP2 beta2 appendage carries R879A mutation; inhibition, % at 10 µM;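 active means inhibition above a set limit, near 3 SD of compounds lacking own fluorescence, cut at about 54% in these data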;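 further: plate controls were DMSO wells for no effect and 5 µM unlabelled arrestin peptide for full effect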
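test system = AP2 appendage R879A on GSH beads | buffer or medium = PBS plus Tween 20 (0.05%) and BSA (0.1%) | incubation = 12 min plus 1 h, RT | detection = bead flow cytometry, FITC channel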
DSG3 Ab inh – human desmoglein-3 autoantibody binding inhibition; P32926; DSG3-coupled beads, scFv-anti-DSG3-GFP binding, flow cytometry; stronger effect = lower value; binding (percent of control), % at 10 µM; 0.48% of 310,000 active; AID 588358;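 active means binding more than 3 SD below its plate's average and above zero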;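 further: hits lower antibody fragment binding to DSG3; some compounds called inactive have numbers as strong as hits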
OPRM1-OPRD1 inv – inverse agonists of human mu-delta opioid receptor heterodimerization; cell-based MOR-DOR heterodimer luminescence, inverse agonism; inhibition, % at 9.3 µM; 0.21% of 340,000 active; in the data active means inhibition above about 22%, passing the limit was not always enough;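 further: 0% = cells with DMSO and 100% = wells without cells with DMSO; values of inactives mirror those of a sister screen read the other way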
MOR-DOR ag – agonists of human mu-delta opioid receptor heterodimerization; P35372+P41143; cells, OPRM1-OPRD1 heterodimerization, luminescence; activation, % at 9.3 µM; 0.3% of 340,000 active; AID 504326; in the data active means activation above about 18%;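 further: 0% = vehicle-treated cells and 100% = reference agonist; values of inactives mirror those of a sister screen read the other way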
HTR5A ag – counter-screen for OPRM1-OPRD1 agonists: human HTR5A agonism; AID 504692; activation, % at 9.3 µM; HTR5A agonist assay, luminescence, cell-based; 0.61% of 340,000 active; P47898; in the data active means activation mostly above about 9.5%, no sharp cut-off; inactive means mostly below about 7.6%;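 further: 0% = cells with vehicle only and 100% = reference agonist; strong numbers were not always called active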
* marks the source's active call; other numbers are inactive results; . = not tested or not shown.

SMILES	HTR5A inv ctr	V-ATPase pH	DAGLB inhibitor	PKA-R1A act	PKA-R2B act	Arr AP2 block	DSG3 Ab inh	OPRM1-OPRD1 inv	MOR-DOR ag	HTR5A ag
CCOC(=O)C(C(=O)OCC)C(C[N+](=O)[O-])c1ccccc1 (configuration not stated)	-14	-2	-3	7	-3	34	93	19	-3.8	6
COc1cc(/C=C/C(=O)N2CCN(c3n[nH]c(=O)[nH]c3=O)CC2)cc(OC)c1OC	-15	-1	-3	-5	0	27	114	7	-1.4	2
COC(=O)CN1C(=O)NC2(CCCc3ccccc32)C1=O (configuration not stated)	-4	1	2	10	4	0	98	5	-0.9	1
Cc1ccccc1C(=O)Nc1ccc(C(=O)N/N=C/c2ccc(O)cc2)cc1	-5	4	-2	-4	-11	13	.	-4	0.6	-3
Cc1noc(C)c1CN(C(=S)NC1CC2CCC1C2)c1ccccc1 (configuration not stated)	13	-2	0	2	-8	29	94	-19	3.7	-4
CN1C(=O)/C(=C/c2ccc(OCc3cccc(F)c3)cc2)NC1=S	-1	-2	-3	0	-3	-1	94	1	-0.2	0
Cc1ccc2cccc(SCC(=O)NCc3ccco3)c2n1	0	-3	-3	0	4	-3	94	11	-2.1	-2
O=C(Nc1cc([N+](=O)[O-])ccc1Cl)C1CC1	-15	-2	2	-6	-9	-21	100	4	-0.8	6
COc1ccc(C)cc1NC(=O)CN1C(=O)COc2ccc(S(=O)(=O)N3CCOCC3)cc21	-1	-2	-1	-12	-16	23	95	14	-2.7	0
S=C(NCc1ccccc1)NC1CCCCC1	7	3	-3	1	-4	10	91	-2	0.5	-2
COc1ccc(C(=O)Nc2ccccc2-c2ccccc2)cc1Cl	24	6	-10	2	-9	4	77	-8	1.7	0
Cc1ccc(-n2nc3c(c2NC(=O)c2ccco2)CS(=O)(=O)C3)cc1	3	4	0	-3	3	-3	110	13	-2.6	-1
CCOC(=O)c1c(C)[nH]c(-c2csc(C)n2)c1C	-4	1	1	3	9	21	60	6	-1.3	1
Cc1ccc(NC(=O)CN(C)C(=O)c2ccc(Sc3nncn3C)c([N+](=O)[O-])c2)cc1	-4	2	0	-6	-12	3	.	1	-0.3	2
CC(CNC(=O)CN(C)CC(=O)Nc1ccccc1Br)c1ccccc1 (configuration not stated)	18	3	-1	5	-4	12	95	9	-1.8	-7
CC(C)(C)c1ccc(C(=O)NC(=S)N2CCCC2)cc1	-14	-3	0	-3	-13	9	99	10	-1.9	-2
COc1ccc(Br)cc1CN1CCN(C(=O)c2cccc(F)c2)CC1	19	-2	-3	-5	-3	28	92	18	-4.0	-5
Cc1cc2n(n1)SC(Nc1ccccc1)N2 (configuration not stated)	7	0	-2	0	7	-6	104	11	-1.9	-3
CC1(C)CC(=O)C2=C(C1)N(Cc1ccco1)C(=O)NC2(C(F)(F)F)C(F)(F)F	-6	2	1	2	-8	-4	101	15	-2.6	0
Cc1nc(-c2ccc(Cl)cc2)sc1C1(C)CC(c2ccc(Br)cc2)=NO1 (configuration not stated)	6	3	-15	4	1	-17	100	-4	0.6	1
CC(C)CCNC(=O)c1ccc2c(c1)ncn2C1CCCCC1	-3	-6	-1	4	-9	-4	98	8	-1.4	-2
COc1ccccc1C(O)c1nccn1C (configuration not stated)	-13	-1	1	3	5	4	105	4	-0.7	12
O=[N+]([O-])c1ccc(NCCCN2CCOCC2)c([N+](=O)[O-])c1	-7	0	-2	-4	5	8	94	15	-2.9	3
O=C(Nc1ccc(C(=O)O)cc1)/C(=C\C=C\c1ccccc1)NC(=O)c1cccc(Br)c1	-1	1	4	6	2	5	108	7	-1.5	4
Nc1ccc2[nH]c(=S)[nH]c2c1	6	5	0	6	4	19	92	5	-1.0	-2

The last four records of the section above come first, to join the parts:
SMILES	HTR5A inv ctr	V-ATPase pH	DAGLB inhibitor	PKA-R1A act	PKA-R2B act	Arr AP2 block	DSG3 Ab inh	OPRM1-OPRD1 inv	MOR-DOR ag	HTR5A ag
COc1ccccc1C(O)c1nccn1C (configuration not stated)	-13	-1	1	3	5	4	105	4	-0.7	12
O=[N+]([O-])c1ccc(NCCCN2CCOCC2)c([N+](=O)[O-])c1	-7	0	-2	-4	5	8	94	15	-2.9	3
O=C(Nc1ccc(C(=O)O)cc1)/C(=C\C=C\c1ccccc1)NC(=O)c1cccc(Br)c1	-1	1	4	6	2	5	108	7	-1.5	4
Nc1ccc2[nH]c(=S)[nH]c2c1	6	5	0	6	4	19	92	5	-1.0	-2
O=C(Nc1cc(C(F)(F)F)ccc1F)C1CCCC1	6	-1	-4	-2	-5	19	122	-8	1.4	-1
COc1cc(CC(=O)N(CC(C)C)C2CCS(=O)(=O)C2)cc(OC)c1OC (configuration not stated)	10	2	4	7	-6	12	89	12	-2.3	-3
O=S(=O)(c1ccccc1)c1nc(-c2ccc(F)cc2)oc1N1CCOCC1	-8	-2	0	-8	-5	10	113	8	-1.4	3
Cc1cc(C(=O)NNC(=O)c2ccc(S(=O)(=O)N(C)C)cc2)c(C)o1	-1	1	3	6	-3	-9	98	9	-1.8	10
COc1ccccc1OCCSc1nc2ccccc2c(=O)[nH]1	-5	2	3	-1	-1	46	.	-6	1.4	2
COc1ccccc1NC(=O)CSCc1ccc([N+](=O)[O-])cc1	10	12	-1	-3	-6	-2	97	-1	0.2	-4
COc1ccc(NC(=O)c2nn(C)cc2[N+](=O)[O-])cc1	-17	-3	1	-15	-2	-4	113	8	-1.5	0
COc1ccc(Cl)cc1NC(=O)c1cc(-c2ccccc2O)n[nH]1	0	-1	0	-4	12	-6	97	-71	12	0
CCCC1(CCC)C(=O)NC(=NCCc2ccc(OC)c(OC)c2)NC1=O	-1	-1	2	-15	-11	-4	94	1	-0.1	0
O=C1c2ccccc2NC(c2cnc3ccccc3n2)N1O (configuration not stated)	12	.	1	-1	-2	94*	99	12	-1.9	0
COc1nc(C)nc(NC(=O)NS(=O)(=O)c2ccc(C)cc2)n1	-2	9	1	1	-7	25	.	14	-2.7	-6
COc1cc(/C=N/NC(=O)CCc2n[nH]c(=O)[nH]c2=O)cc(OC)c1OC	2	7	-1	-6	-6	35	104	9	-2.0	-2
O=C(N/N=C/c1c(O)ccc2ccccc12)c1cccnc1	-5	-2	-4	4	-11	13	101	-10	2.3	1
CC(/C=C/c1cccs1)=C\C(=O)O	-20	1	-1	2	1	3	.	3	-0.5	3
Cc1cc2cc(CN3C(=O)c4ccccc4C3=O)ccc2[nH]1	10	-1	-1	8	5	12	86	5	-0.8	-4
Cc1ccc(NS(=O)(=O)c2ccc3c(c2)C(=O)c2ccccc2C3=O)c(C)c1	-18	-2	1	-5	-8	6	98	-56	11	7
O=Cc1ccc2ccc3cccnc3c2n1	-2	8	-1	-7	1	7	115	15	-3.3	1
Cc1ccc(CN2CC(C(=O)O)CC2=O)cc1 (configuration not stated)	-10	-2	1	-6	-11	4	98	2	-0.5	3
COc1ccc(S(=O)(=O)Nc2ccccc2C(=O)NCc2ccco2)cc1	-25	-2	1	5	5	-4	80	14	-2.5	-3
CC(=O)Nc1cccc(-c2nc3ccccc3[nH]2)c1	14	-3	-5	0	-7	-2	105	2	-0.3	2
CC(=O)Nc1ccc(OC(F)(F)C(F)F)c(NC(C)=O)c1	9	3	-1	0	-9	3	99	10	-1.8	0
COc1ccc(/C(O)=C2/C(=O)C(=O)N(CCCN3CCOCC3)C2c2ccc(N(C)C)cc2)cc1 (configuration not stated)	10	-4	-1	5	-5	6	107	16	-3.4	-3
CNC(=S)N1N=C(c2ccc(C)cc2)CC1c1ccc(N(C)C)cc1 (configuration not stated)	21	-2	0	9	0	54	114	9	-1.8	2
Cn1c(=O)c2c(ncn2CC(=O)N/N=C/C(Br)=C/c2ccccc2)n(C)c1=O	.	0	1	-4	-9	4	103	.	.	.
Cn1c2ccccc2c(=O)c2c(=O)n(Cc3ccccc3)c(-c3ccc(F)cc3)nc21	12	-8	-1	8	-5	48	104	4	-0.9	-5

Following part.
SMILES	HTR5A inv ctr	V-ATPase pH	DAGLB inhibitor	PKA-R1A act	PKA-R2B act	Arr AP2 block	DSG3 Ab inh	OPRM1-OPRD1 inv	MOR-DOR ag	HTR5A ag
CC(Sc1ccc2c(c1)OCCO2)C(=O)Nc1ncc(Cl)cc1Cl (configuration not stated)	1	-1	-4	6	9	5	108	-6	1.1	-1
c1ccc(Cn2c(-c3ccccc3)nc3nc4ccccc4nc32)cc1	-19	-3	-2	-7	3	22	105	-2	0.5	3
Cc1ccc(CNC(=O)C(NS(=O)(=O)c2cccs2)C(C)C)cc1 (configuration not stated)	-7	-4	0	-6	6	-4	100	14	-2.4	-1
COc1cccc(NC(=O)c2cc(-c3ccncc3)nc3c(C)cc(C)cc23)c1	-9	7	-3	-3	-1	42	103	-32	6.7	16*
CCOC(=O)c1ccc(NC(=O)CN(Cc2ccc(Cl)cc2)S(C)(=O)=O)cc1	-46	-3	-6	0	-6	3	98	-1	0.2	1
COc1ccccc1CCNC(=O)CSc1nnc2ccc(-c3cccnc3)nn12	-2	12	-4	4	-5	7	105	8	-1.5	4
Cc1ccc(C(=O)Cc2nnc(C)s2)cc1	27	4	0	1	-7	4	84	18	-3.6	-3
O=C(Cc1ccc([N+](=O)[O-])cc1)N/N=C/c1ccccc1F	7	-2	-2	4	4	-2	99	0	-0.1	0
COc1ccc(NC(=O)CN(C)C(=O)c2cc3c(cc2Cl)N2CCCCCC2=NS3(=O)=O)cc1	3	3	1	-2	-9	7	106	-13	1.9	-1
Cc1ccc(NC(=O)CN2C(=O)NC3(CCc4ccccc43)C2=O)cc1 (configuration not stated)	-11	-1	0	0	-8	37	98	14	-2.9	4
CCOC(=O)c1c(-c2ccc(-c3ccccc3)cc2)csc1NC(=O)C1C2CCC(O2)C1C(=O)O (configuration not stated)	0	2	12	-9	-16	15	105	16	-2.7	0
Cc1ccc(NC(=O)CSc2nc3ccccc3c(=O)n2CCCC(=O)N2CCCC2)cc1	-18	1	2	-10	-2	4	98	6	-1.4	-1
O=C(Cn1cnc2ccccc2c1=O)NCCC(=O)Nc1ccc2c(c1)OCCO2	0	3	-1	5	8	8	93	13	-2.4	0
CC(NC(=O)COC(=O)C12CC3CC(CC(O)(C3)C1)C2)c1ccccc1 (configuration not stated)	4	3	2	-6	-9	10	.	5	-0.9	-1
O=c1c(-c2n[nH]c(=S)o2)cccn1Cc1ccccc1	4	6	-1	2	-5	-55	101	-9	1.6	-1
Cc1ccc(C)c(CSCC(=O)NCc2cccs2)c1	-29	0	-9	0	-6	8	100	6	-1.2	5
CC(=O)Nc1ccc2c(c1)C(=Nc1cccc(C)c1)c1ccccc1-2	3	7	4	-8	-6	-11	97	14	-2.8	-1
COc1cc(C(CC(=O)N2CCCC2)c2c(OC)cc(OC)c3c(-c4ccccc4)cc(=O)oc23)cc(OC)c1OC (configuration not stated)	5	-1	-1	9	9	-1	118	-1	0.2	4
CCC(Sc1nc2n[nH]c(C)c2c(=N)n1-c1cccc(Cl)c1)C(=O)NCCOC (configuration not stated)	3	1	-1	8	-7	0	89	2	-0.4	-1
Cn1cc(CCC(=O)N2CCCC(C(=O)c3cccc4ccccc34)C2)cn1 (configuration not stated)	-23	0	-1	5	-1	6	96	11	-2.3	0
